mIDH1 inhibitor = blocks human mutant IDH1 R132H enzyme. IDH1-R132H enzyme, NADPH consumption, diaphorase/resazurin fluorescence. Potency, µM (titrated, usually from 76.6 µM), inactives show at the highest dose activity change, negative = inhibition, most hits filed as inhibitors. actives 0.093% (n = 390,000); further: potency means the concentration at half of the fitted maximal effect; on the % scale 0 is the no-effect control and ±100 the full control effect; nearly all actives have a fitted effect of over 65% in size
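IDH1-R132H (0.5 ug/mL dispensed) in pH 7.5 Tris buffer was preincubated 30 min with compound, then given a substrate mix of 0.016 mM NADPH and 2 mM alpha-KG for 80 min at room temperature; remaining NADPH was read by diaphorase/resazurin fluorescence.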
TrxR1 substrate = is turned over as a substrate by rat TrxR1. purified TrxR1 substrate turnover, NADPH consumption readout. actives 0.01% (n = 390,000). O89049. Potency, µM (doses to about 114 µM), without a hit: at the highest dose activity change, negative = substrate turnover; further: potency means the concentration at half of the fitted maximal effect; on the % scale 0 is the no-effect control and ±100 the full control effect; nearly all actives have a fitted effect of over 50% in size
Target sequence (O89049 whole entry, looked up): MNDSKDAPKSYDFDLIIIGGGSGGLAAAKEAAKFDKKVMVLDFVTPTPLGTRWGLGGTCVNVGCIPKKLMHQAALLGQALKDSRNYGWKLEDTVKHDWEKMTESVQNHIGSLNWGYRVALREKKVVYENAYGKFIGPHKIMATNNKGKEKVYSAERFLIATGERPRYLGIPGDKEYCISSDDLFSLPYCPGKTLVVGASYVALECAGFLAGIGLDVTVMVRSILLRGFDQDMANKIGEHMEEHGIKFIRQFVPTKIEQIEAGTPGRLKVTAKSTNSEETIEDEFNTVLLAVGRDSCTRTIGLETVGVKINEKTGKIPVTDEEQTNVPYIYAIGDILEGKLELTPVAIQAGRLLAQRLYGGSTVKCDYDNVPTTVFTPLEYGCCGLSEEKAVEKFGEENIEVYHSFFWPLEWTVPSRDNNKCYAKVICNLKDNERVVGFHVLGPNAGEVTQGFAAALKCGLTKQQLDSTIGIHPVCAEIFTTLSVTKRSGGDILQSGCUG
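Rat TrxR1, dispensed at 90 nM, was prereduced with 400 uM NADPH (final) for 5 min at ~22 deg C, then incubated with compound 15 min before 400 uM selenite. A first-read NADPH fluorescence drop versus no-compound background flagged substrates.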
D2 ag = activates the human D2 dopamine receptor. HEK293 T-REx D2 cells, calcium flux agonist mode. activation, % at 2 µM. actives 0.53% (n = 340,000);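 active means activation over 3 SD above normal in the single-dose calcium agonist read, cut at about 30% in these data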; further: 0% is about no effect
Target sequence (P14416 whole entry, looked up): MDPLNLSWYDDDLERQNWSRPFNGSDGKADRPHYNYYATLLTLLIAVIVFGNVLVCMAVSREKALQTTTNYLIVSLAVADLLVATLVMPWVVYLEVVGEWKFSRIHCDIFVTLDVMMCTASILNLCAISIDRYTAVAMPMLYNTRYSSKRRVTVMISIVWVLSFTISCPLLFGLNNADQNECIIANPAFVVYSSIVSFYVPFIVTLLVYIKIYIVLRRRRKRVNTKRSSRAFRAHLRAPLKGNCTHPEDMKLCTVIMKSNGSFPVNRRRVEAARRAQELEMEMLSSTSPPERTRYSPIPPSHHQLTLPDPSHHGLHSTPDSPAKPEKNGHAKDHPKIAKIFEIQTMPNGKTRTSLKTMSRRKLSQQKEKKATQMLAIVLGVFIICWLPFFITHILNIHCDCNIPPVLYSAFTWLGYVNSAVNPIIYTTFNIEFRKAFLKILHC
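Tetracycline-induced HEK293 Trex cells with D2 receptor force-coupled to calcium signaling, plated overnight at 30 C and loaded with no-wash calcium dye. Calcium flux read kinetically for 180 s after compound addition; responses flag agonists.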
Pin1 inh = human Pin1 inhibition; Potency, µM (highest dose often 115 µM), for inactives: at the top dose activity, negative = inhibition, hits mostly inhibitors; Pin1 FP peptide displacement, HiFluor488, 10 min; actives 0.009% (n = 390,000); Q13526; active means well fitted inhibition curve with a large enough effect in the polarisation, with a control signal flat, not every such curve was filed as active; inconclusive means small, poorly fitted or top-dose-only effect, or effect the other way, or a change in a side signal; inactive means no such curve, though single readings can be large or run the other way; the % refers to the polarisation; further: potency means the concentration at half of the fitted maximal effect; on the % scale 0 is the no-effect control and ±100 the full control effect
TRHR agonist = activates the human TRH receptor. TRHR cells, calcium flux fluo-8, FDSS agonist mode. activation, % at 2 µM. actives 0.18% (n = 360,000); in the data active means activation above about 30%; further: 0% is about no effect
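Steps: seed TRHR cells overnight; add fluo-8 no-wash Ca dye, RT 30 min–1.5 h; record 10 s baseline; pin-transfer compounds; monitor fluorescence 1 cycle/s for the agonist window. Calcium increases flag candidate agonists.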
USP1-UAF1 inh = blocks the human USP1/UAF1 deubiquitinase complex. O94782. recombinant USP1/UAF1, Ub-Rhodamine cleavage fluorescence. Potency, µM (doses to about 57.1 µM), without a hit: at the highest dose activity change, negative = inhibition, hits mostly inhibitors. actives 0.23% (n = 390,000). AID 743255; further: potency means the concentration at half of the fitted maximal effect; on the % scale 0 is the no-effect control and ±100 the full control effect; nearly all actives have a fitted effect of over 60% in size; inactives centre near -12
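In this screen, compounds sit with the deubiquitinase complex (1nM) for 15 min at room temperature before Ub-Rho is added at 150nM final. Fluorescence rise is then followed for 6 reads every 60 seconds.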
TRHR PAM = TRH receptor (human) allosteric enhancement. P34981. TRHR cells, fluo-8 calcium fluorescence, EC20 TRH enhancement. enhancement, % at 2 µM. actives 0.66% (n = 360,000). AID 493056; in the data active means enhancement above about 30%; further: 0% is about no effect
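TRHR-expressing cells loaded with fluo-8 calcium dye were read kinetically (ex 480/em 530) during compound addition, then stimulated with an EC20 of TRH (10 nM final). Enhancement of the Gq-mediated intracellular calcium response was scored.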
TrxR1 inh = blocks rat thioredoxin reductase 1 | O89049 | actives 1% (n = 390,000) | Potency, µM (titrated, usually from 114 µM), inactives show at the top dose activity change, negative = inhibition, usual class: inhibitors | recombinant rTrxR1, NADPH fluorescence consumption, selenite substrate; further: potency means the concentration at half of the fitted maximal effect; on the % scale 0 is the no-effect control and ±100 the full control effect; nearly all actives have a fitted effect of over 65% in size
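Rat TrxR1 (90 nM in the dispensed reagent) was pre-reduced with 400 uM NADPH for 5 min at room temperature, then incubated with compound for 15 min. After 400 uM selenite was added, NADPH fluorescence (Ex 340/Em 450 nm) was followed for 8 min.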
D2 antag = antagonizes the human D2 dopamine receptor. P14416. HEK293 TREx D2 cells, calcium flux, dopamine EC80. inhibition, % at 10 µM. actives 2% (n = 340,000); in the data active means inhibition above about 30%; further: 0% is about no effect
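Read-out: kinetic calcium fluorescence (1 cycle/s) in inducible HEK293 T-REx D2 cells after an EC80 dopamine addition that followed 180 s compound preincubation. Loss of the dopamine response indicates antagonism.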
* marks the source's active call; other numbers are inactive results; ? = inconclusive; · = not tested or not shown; & = joins results of further samples; [ ] = dose if it differs, or a comment. Unless noted, the call rests on the fitted dose curve; in most records, active means well fitted inhibition curve with a large enough effect; inconclusive means small, poorly fitted or top-dose-only effect; inactive means no such curve, though single readings can be large or run the other way. An excerpt (hit frequency here may not be typical).

SMILES | mIDH1 inhibitor | TrxR1 substrate | D2 ag | Pin1 inh | TRHR agonist | USP1-UAF1 inh | TRHR PAM | TrxR1 inh | D2 antag
CCC1=NN(C(=O)Cc2ccc([N+](=O)[O-])cc2)C(O)(c2ccc(Br)cc2)C1 (stereo unspecified) | 2% | -1% | 2.4 | -1% | 3.1 | -19% | 3 | 9% | 4
CC(C)(C)n1nc2c(c1NC(=O)c1ccccc1)CS(=O)(=O)C2 | 18% | 15%[57.1 µM] | 8.6 | -5% | 0.7 | -13% | -5 | 35%[57.1 µM] | -1
NC(=S)N/N=C/c1ccc(C23CC4CC(CC(C4)C2)C3)cc1 | -9% | -1% | · | -2% | -0.5 | -17% | -1 | 14% | ·
O=C(NCc1ccncc1)Nc1cccc([N+](=O)[O-])c1 | -3% | -4%[57.1 µM] | 0.0 | 5% | 0.5 | -16% | -3 | 3%[57.1 µM] | 16
Cc1ccccc1Nc1nc(N)nc(COC(=O)c2cccc(S(=O)(=O)NCc3ccccc3)c2)n1 | 3% | 1% | · | 9% | 0.7 | -25% | 2 | -4% | ·
CCCC(NCC(O)COc1ccc(-c2ccccc2)cc1)c1ccccc1 (stereo unspecified) | 8% | 5% | 1.7 | -3% | 3.6 | -8% | 4 | 20% | 10
Cc1cccc(NC(=O)c2c([N+](=O)[O-])c(C(C)(C)C)nn2C)c1 | 3% | 6%[57.1 µM] | 0.8 | -6% | 0.1 | -17% | -9 | 17%[57.1 µM] | 14
CCOc1ccc(-c2c(C(=O)N/N=C/c3ccc(OC)cc3)nnn2-c2nonc2N)cc1 | -4% | 8%[57.1 µM] | · | 1% | 3.2 | -12% | 9 | 0%[57.1 µM] | ·
O=S(=O)(NCC(c1cccnc1)N1CCN(c2ccc(F)cc2)CC1)c1cc(F)ccc1F (stereo unspecified) | 5% | 5%[57.1 µM] | · | -1% | · | -16% | · | -2%[57.1 µM] | ·
COc1ccc(Cl)cc1NC(=O)C(C)Sc1n[nH]c(N)n1 (stereo unspecified) | 5% | 7%[57.1 µM] | -0.5 | 1% | 0.1 | 3% | 1 | 9%[57.1 µM] | 11
O=C1C(F)=CC(COC(c2ccccc2)(c2ccccc2)c2ccccc2)OC1n1cc(F)c(=O)[nH]c1=O (stereo unspecified) | 26µM* | 10%[57.1 µM] | · | 26% | · | ? | · | -60%[57.1 µM] | ·
O=[N+]([O-])c1ccc(OCC(O)CN2CCN(c3ccccc3F)CC2)cc1 (stereo unspecified) | 5% | -8% | 79* | 3% | 0.2 | -23% | -4 | -5% | 91*
COc1cc2c(C#N)c(N3CCN(C)CC3)nc(N)c2c(N)n1 | · | · | 0.2 | · | -0.3 | · | 1 | · | 1
O=C(CCc1nnc(CCCc2ccccc2)o1)NCC(F)(F)F | -8% | 9% | -1.3 | -1% | 0.5 | -13% | 1 | 41% | -5
Cc1ccc(N2CC(C(=O)Nc3c4c(nn3C(C)(C)C)CS(=O)(=O)C4)CC2=O)cc1 (stereo unspecified) | 1% | -6% | 0.2 | 6% | 0.4 | -5% | 11 | 7% | -7
CCOC(=O)C1CCN(C(=O)C2CCN(S(=O)(=O)c3c(C)noc3/C=C/c3ccc(C)cc3)CC2)CC1 | 14% | 4%[57.1 µM] | 1.2 | 0% | -0.1 | -17% | 0 | 22%[57.1 µM] | ·
CC(C)COC(=O)Nc1ccc(C(=O)O)cc1 | 3% | 4% | 0.0 | -6% | -0.5 | -9% | 3 | 24% | 6
COc1ccc(NC(=O)COC(=O)CC2CCCC2)cc1 | -8% | 0% | · | -10% | · | -6% | · | 13% | ·
COC(=O)CC1Oc2ccc(C)cc2-n2cc(-c3ccc(F)cc3)nc21 (stereo unspecified) | 26% | -1% | 0.5 | 14% | -1.4 | -20% | -6 | 4% | ·
Cc1cc(N2O[C@]34C=C[C@]25C[C@@H](O)CC[C@]5(C)C3CC[C@]2(C)[C@@H]([C@H](C)/C=C/[C@H](C)C(C)C)CC[C@H]24)no1 (stereo partly specified) | 0% | 1% | · | 0% | · | -19% | · | 3% | ·
COc1ccc(CC(=O)Nc2c(C(N)=O)oc3ccccc23)cc1 | 2% | 4% | 0.1 | 2% | 0.1 | -28% | 5 | 44%[activator] | 12
Cc1ccc(NC(=S)NNC(=O)c2c([N+](=O)[O-])c(C)nn2C)cc1 | 1% | 1% | 0.9 | 1% | -0.1 | -8% | 4 | -10% | -3
COc1ccc(-n2cc(CNC3CCC(O)CC3)c(-c3cccc(F)c3)n2)cc1 (stereo unspecified) | 0% | 20%[57.1 µM] | -0.9 | 0% | -1.5 | -16% | 8 | 11%[57.1 µM] | -1
Cc1nnc(NC(=O)c2ccc(F)c(S(=O)(=O)N3CCOCC3)c2)s1 | 3% | -6% | · | -5% | · | -23% | · | -4% | ·
CCOc1ccc(NC(=O)CSc2nccn2C2CCCC2)cc1 | -13% | -14%[57.1 µM] | -0.1 | -6% | -0.5 | -31% | -5 | -12%[57.1 µM] | ·
COc1ccc(CCNC(=O)c2ccc(OCc3c(C)noc3C)c(OC)c2)cc1 | 0% | 7%[57.1 µM] | · | 8% | · | -11% | · | 7%[57.1 µM] | ·
COc1ccc(C2C(C#N)=C(/N=C/N3CCN(C)CC3)OC3=C2C(=O)CC(C)(C)C3)cc1OC (stereo unspecified) | -11% | 5%[57.1 µM] | -0.4 | -5% | -0.1 | -13% | 6 | 17%[57.1 µM] | -29
O=C(CCCN1C(=O)c2ccccc2C1=O)Oc1ccc(F)cc1 | 0% | 7% | 0.1 | -1% | -0.1 | -5% | 1 | 26% | -7
CCCCC(=O)NC(=S)Nc1cc(C(=O)O)ccc1OC | 0% | 9%[57.1 µM] | 0.9 | -9% | 0.0 | -21% | 2 | 6%[57.1 µM] | 1
COc1ccc(S(=O)(=O)N2CCCCCC2)cc1C(=O)N1CCN(c2ccccc2C)CC1 | 0% | 0% | 2.4 | 15% | 1.5 | -18% | -8 | 26% | 13
O=S(=O)(NCC(c1ccco1)N1CCN(c2ccccc2F)CC1)c1ccc(F)cc1 (stereo unspecified) | 5% | -3% | -0.1 | -4% | -0.4 | -5% | -1 | 6% | 0
COc1ccc(/C=N/NC(=O)CCOc2ccccc2C)cc1OC | 0% | -14% | 3.5 | -11% | -0.2 | -1% | -7 | -18% | -22
Cc1ccc(C)c2c1cc(C)c1nnc(SCC(=O)NCc3ccc4c(c3)OCO4)n12 | 30% | -16% | -0.9 | 7% | -0.1 | -9% | -4 | -18% | -28
COc1ccc(Br)cc1C(=O)Nc1ccc(C(=O)O)cc1 | -1% | 2% | 5.8 | 0% | 0.3 | -8% | -3 | 9% | 6
N/C(=N\NS(=O)(=O)c1cc(C(F)(F)F)cc(C(F)(F)F)c1)c1ccccn1 | -5% | -10%[57.1 µM] | 0.3 | -2% | 0.4 | 1% | 10 | -11%[57.1 µM] | 6
Cc1c(N=CC=Nc2c(C)n(C)n(-c3ccccc3)c2=O)c(=O)n(-c2ccccc2)n1C | · | · | 1.2 | · | 0.9 | · | 6 | · | 5
O=C(OCC1OC(n2ccc(=O)[nH]c2=O)C2OC12)c1ccccc1 (stereo unspecified) | 2% | -4%[57.1 µM] | · | -7% | · | 0% | · | 12% | ·
CCOC(=O)CSc1ccc(C(=O)N2CCN(C)CC2)cc1[N+](=O)[O-] | -1% | -7% | 0.2 | -4% | 0.1 | -19% | 18 | 14%[57.1 µM] | 9
CC(C)(CC(=O)OCC(=O)Nc1ccccc1F)CC1=NS(=O)(=O)c2ccccc2N1 | 0%&17% | -5% | 0.7&0.2 | ? | 0.5&0.2 | -2%&-22% | 6&-3 | 10% | 2
O=C(CCCc1ccccc1)NC1CC1 | 2% | -9% | 0.4 | -9% | 0.6 | -10% | 6 | ? | -1
O=C(NCCO)c1c(O)c2cccc3c2n(c1=O)CC3 | 0% | 29% | 0.0 | 1% | -0.4 | -23% | 3 | 4%[57.1 µM] | -27
O=C(Nc1ccc(O)cc1)/C(=C\C=C\c1ccccc1)NC(=O)c1ccccc1 | 3% | -10% | 0.4 | -5% | 0.2 | -1% | 2 | 21% | -9
CC(C)NC(=O)c1cnc(N2CCN(c3ccccn3)CC2)c2ccccc12 | 7% | -5% | -0.2 | 0% | -1.0 | -8% | -3 | -4% | -3
Cc1csc(N/N=C/c2ccccc2F)n1 | 0% | -1% | 0.4 | -2% | 1.4 | -15% | 2 | 15% | -31
COC(=O)c1ccc(/C=N/OCC(=O)NC2CCCCCCC2)cc1 | -1% | -5% | 0.4 | -17% | -0.8 | -6% | 11 | 8% | 2
COc1ccc(CC2SC(=Nc3ccc(F)cc3)NC2=O)cc1 (stereo unspecified) | 9% | 7%[57.1 µM] | -1.2 | 8% | 0.1 | -15% | 1 | 24%[57.1 µM] | -1
CC(=O)O[C@]1(C(C)=O)CCC2C3CCC4=C/C(=N/OCC(=O)O)CC[C@]4(C)C3CC[C@@]21C (stereo partly specified) | 2% | 5% | 0.4 | -2% | 0.1 | -21% | 0 | 12% | -13
C[C@@H](CC#N)CN1CC[C@H](C(C)(C)C)CCC1=O | -5% | 8%[57.1 µM] | 0.4 | 4% | 0.2 | -16% | -8 | 26%[57.1 µM] | 5
